Source: PubChem
proCasp3 act: activators of human procaspase-3. P42574. recombinant procaspase-3 D3A, Ac-DEVD-pNA absorbance 405 nm. activation, % at 8.5 µM. 330,000 tested, 0.11% active. AID 463141;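 active = activation above the mean of all tested compounds plus 3 SD, cut at about 21% in these data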;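 also: 0% = DMSO alone and 100% = DMSO wells spiked with extra 5 µM PC-3 D3A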
Target sequence (P42574 whole entry D9A/D28A/D175A): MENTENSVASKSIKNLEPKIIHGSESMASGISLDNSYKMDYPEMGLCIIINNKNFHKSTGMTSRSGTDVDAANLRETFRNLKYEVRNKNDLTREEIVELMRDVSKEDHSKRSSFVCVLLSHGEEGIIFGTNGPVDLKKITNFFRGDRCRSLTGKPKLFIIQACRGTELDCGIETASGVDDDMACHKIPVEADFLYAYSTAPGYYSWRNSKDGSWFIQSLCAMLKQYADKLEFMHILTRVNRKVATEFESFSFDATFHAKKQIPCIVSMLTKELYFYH
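Test system: Procaspase-3 D3A mutant, all three cleavage aspartates alanine | Dosing: Single dose, 8.5 µM nominal compound, 0.8% DMSO | Schedule: 1 h preincubation, 2 h reaction | Technique: 405 nm absorbance of p-nitroaniline, reads at 0 and 120 min | Repeats: One well per compound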
VLA-4 inh: inhibition in a human VLA-4 binding assay | AID 2557 | P13612 | VLA-4 expressing cells, ligand binding flow cytometry | 330,000 tested, 0.2% active | inhibition, % (about 7 µM as worked out from the volumes in the protocol); in the data active = inhibition above about 50%
GRK2 aptamer HTS: inhibitors of human GRK2 displacing RNA aptamer; bead flow cytometry, FAM-aptamer displacement from GRK2; 330,000 tested, 0.59% active; inhibition of aptamer binding, % at 10 µM; AID 488847; P25098;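 active = inhibition of aptamer binding above 40%, roughly 3 SD of noise, on plates passing a quality check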;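 also: median bead fluorescence of bound FAM aptamer so fluorescent compounds give negative values; no value below 0 was filed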
PP5 primary: inhibitors of human protein phosphatase 5 (PP5) | AID 1987 | P53041 | inhibition, % at 6.7 µM | 320,000 tested, 0.18% active | purified PP5c, OMFP substrate fluorescence;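 active = inhibition above the campaign's mean inhibition across all tested compounds plus 3 SD, cut at about 9.5% in these data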;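 also: 0% = DMSO only and 100% = 100 µM cantharidin control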
GASC-1 inh: blocks human GASC-1 demethylase activity; inhibition, % at 2.35 µM; GST-JMJD2C(1-420) H3K9me3 demethylation, DELFIA europium; 330,000 tested, 0.069% active; Q9H3R0; AID 2099;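 active = more than half of a compound's replicate wells show inhibition beyond 50%, single wells judged on their own value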;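 also: signal counts dimethyl H3K9 product captured on neutravidin plate; 0% = median of DMSO wells and 100% = 0.3 times that DMSO median; strong numbers were not always called active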
Target sequence (Q9H3R0 1-420 limits assumed): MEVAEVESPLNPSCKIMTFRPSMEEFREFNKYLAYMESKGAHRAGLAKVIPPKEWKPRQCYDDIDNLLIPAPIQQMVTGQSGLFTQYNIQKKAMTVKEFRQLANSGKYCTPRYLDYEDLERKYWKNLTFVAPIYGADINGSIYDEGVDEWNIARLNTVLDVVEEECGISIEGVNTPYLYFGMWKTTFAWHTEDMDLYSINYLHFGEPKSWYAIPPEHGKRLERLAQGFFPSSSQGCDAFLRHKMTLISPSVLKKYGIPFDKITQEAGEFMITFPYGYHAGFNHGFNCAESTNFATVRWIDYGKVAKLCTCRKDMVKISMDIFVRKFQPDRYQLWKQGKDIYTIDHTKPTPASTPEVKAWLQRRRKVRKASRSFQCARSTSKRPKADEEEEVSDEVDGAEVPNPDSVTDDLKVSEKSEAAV
PP1 counter: PP1-alpha (human) inhibition in PP5 counter-screen | purified PP1alpha, OMFP fluorescence | P62136 | 320,000 tested, 0.9% active | inhibition, % at 6.7 µM | AID 2235;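 active = inhibition above the mean inhibition of all tested compounds plus 3 SD, computed separately for each screening campaign, cut at about 15% in these data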
Fh CTSL1 inh: counter-screen for PFM18AAP inhibitors: inhibitors of F. hepatica cathepsin L1; 300,000 tested, 0.49% active; AID 1906; inhibition, % at 5.96 µM; recombinant F. hepatica cathepsin L1, Z-Leu-Arg-MCA fluorescence;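 active = inhibition above the mean of all tested compounds plus 3 SD, set per screening campaign, cut at about 17% in these data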;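 also: 0% = plate median of test compound wells and 100% = 1 µM Z-Phe-Ala-diazomethylketone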
procasp7 counter: counter-screen: procaspase-7 (human) activation. P55210. recombinant procaspase-7, Ac-DEVD-pNA absorbance 405 nm; D23A/D198A/D206A triple mutant, cannot self-cleave; scale: DMSO 0, 5 µM enzyme 100. activation, % at 8.5 µM. 330,000 tested, 0.093% active. AID 463210;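 active = percent activation above the screen-wide mean plus 3 SD, cut at about 25% in these data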
Target sequence (P55210 whole entry D23A/D198A/D206A): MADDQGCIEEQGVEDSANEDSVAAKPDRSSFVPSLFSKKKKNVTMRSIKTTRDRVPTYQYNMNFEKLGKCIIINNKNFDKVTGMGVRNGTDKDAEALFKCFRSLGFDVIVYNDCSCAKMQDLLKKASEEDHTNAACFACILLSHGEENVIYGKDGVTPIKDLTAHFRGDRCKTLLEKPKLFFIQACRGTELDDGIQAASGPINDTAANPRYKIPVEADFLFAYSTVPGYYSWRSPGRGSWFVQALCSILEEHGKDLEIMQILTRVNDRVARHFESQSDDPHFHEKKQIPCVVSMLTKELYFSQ
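Test system: Procaspase-7 triple mutant (PC-7 D3A). Also added: Ac-DEVD-pNA substrate, 400 µM as added. Schedule: 1 h enzyme–compound preincubation and 2 h substrate reaction, both 25 °C. Signal: p-Nitroaniline absorbance at 405 nm, read at 0 and 120 min. Control set: low DMSO alone, high DMSO plus 5 µM PC-7.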
HCV core dimer: blocks dimerization of HCV core protein; 300,000 tested, 0.33% active; inhibition, % at 5 µM; AID 1899; TR-FRET GST/Flag-core106 dimerization, 1536-well;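 active = inhibition above the mean of all tested compounds plus 3 SD, set per screening campaign, cut at about 45% in these data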
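Test system: GST/Flag-tagged HCV core106 proteins; Medium: KF-containing HEPES buffer, pH 7.45, DTT, CHAPS, BSA; Times: compound-protein-antibody incubation 4 h at 22.5 °C; Detection: TR-FRET 671 and 617 nm emission; Benchmarks: wells lacking GST-core106 and wells with excess unlabelled core106.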
Starred values were filed as active, the others as inactive; nt = no result given; & = joins results of further samples.

Under each structure: proCasp3 act	VLA-4 inh	GRK2 aptamer HTS	PP5 primary	GASC-1 inh	PP1 counter	Fh CTSL1 inh	procasp7 counter	HCV core dimer
1	O=C(/C=C/c1c(F)cccc1Cl)Nc1ncccn1
 : -5	4	0	1.5	-4	-1	-2	-8	-9
2	COc1ccc(N2CCN(C(=O)CCN3C(=S)NC(C)(C)CC3C)CC2)cc1 (configuration not stated)
 : -1	4	0	1.7	3	-3	-2	5	5
3	ClC(Cl)(c1nnnn1-c1ccccc1)c1nnnn1-c1ccccc1
 : -29	4	3	2.2	4	5	10	-34	1
4	CCN(CC)CCOC(=O)c1ccc2c(c1)OCCO2
 : 11	5	1	-1.6	4	2	-2	2	0
5	COc1ccc(-c2cc(=O)n(-c3nc4ccccc4[nH]3)[nH]2)cc1
 : -26	3	6	-0.8	40	15	-2	-8	1
6	CCOC(=O)c1ccc(N2C(=O)CC(N3CCOCC3)C2=O)cc1 (configuration not stated)
 : -24	5	0	2.6	-9	-4	-2	6	1
7	CN(Cc1nc(-c2cnccn2)no1)CC(O)c1ccccc1 (configuration not stated)
 : -3	1	3	-4.2	0	0	0	5	1
8	CCN(C(=O)CSc1ncccc1C(=O)Oc1cccc([N+](=O)[O-])c1)c1cccc(C)c1
 : -4	3	0	1.6	2	3	2	-7	9
9	O=S(=O)(Nc1ccc(S(=O)(=O)Nc2cccc3ccccc23)cc1)c1ccccc1
 : 9	-3	0	6.6	0	2	-1	5	-4
10	COc1ccc(-c2cc(C(=O)O)c(C)o2)cc1OC
 : -4	9	2	1.4	-2	-4	2	-5	-1
11	Cc1nn(-c2ccccc2)c(Cl)c1/C=C/C(=O)c1ccccc1
 : -5	-1	2	0.7	-27	0	2	-7	1
12	CCOc1cc(C)c(Cl)cc1S(=O)(=O)NCCOC
 : -7	11	2	1.8	1	2	-2	4	-3
13	COc1ccccc1N1CC=C(c2cccc([N+](=O)[O-])c2)NC1=O
 : 2	14	2	0.4	2	-3	0	4	4
14	Clc1ccc2c(NCc3cccs3)ncnc2c1
 : 3	17	1	3.5	-1	0	-2	2	9
15	COc1cc(C(=O)NCCC(=O)NC(C)CCc2ccccc2)cc(OC)c1OC (configuration not stated)
 : 1	21	2	0.5	2	0	-3	4	0
16	Nc1cc(=O)nc(SCC(=O)N(C2CCCCC2)C2CCCCC2)n1-c1ccccc1
 : 2	-4	3	-1.6	0	-1	3	-16	4
17	CC(C)S(=O)(=O)c1nsc2nc(=O)c(/C=C3\C=Nc4ccccc43)c(N)n12
 : -1	1	0	3.6	3	5	3	-1	4
18	COc1ccc2[nH]c(C(=O)O)c(CCN3C(=O)c4cccc([N+](=O)[O-])c4C3=O)c2c1
 : 0	22	3	3.9	1	-5	6	6	0
19	CSC(=NCc1ccc(F)cc1)NS(=O)(=O)c1cccs1
 : 3	32	1	-1.6	-5	-6	-2	5	5
20	Cc1ccc(-n2ncc3c(=O)[nH]c(SCC(=O)N4CC(=O)Nc5ccccc54)nc32)cc1
 : 3	2	1	nt	2	nt	nt	9	nt
21	CCOC(=O)c1cc(C#N)c(N2CCCNCC2)nc1C(F)(F)F
 : -2	0	0	-0.4	16	-3	-3	12	-2
22	O=C(CNC(=O)c1ccc(Br)o1)NC1CCCCCC1
 : 6	1	0	0.9	-5	-3	-1	-3	-2
23	O=C(Cc1ccc(S(=O)(=O)N2CCOCC2)s1)NCCOc1ccccc1F
 : -3	16	5	-2.3	6	-4	-6	-4	4
24	COc1cc2c(cc1OC)C(COc1ccc([N+](=O)[O-])cc1)N(C(C)=O)CC2 (configuration not stated)
 : -1	-2	0	1.7	-7	0	-3	4	2
25	O=C(CSc1nnc(CNC(=O)c2ccccc2F)o1)NC1CCCCC1
 : -3	-3	4	0.4	-4	0	1	7	1
26	N#Cc1ccc(S(=O)(=O)N2CCCN(c3nc4ccc(Cl)cc4s3)CC2)cc1
 : -2	0	4	1.8	-1	4	3	1	0
27	CC1(C)CC2(CCO1)OC(=O)CC2C(=O)Nc1ccccc1Cl (configuration not stated)
 : -3	33	5	2.8	16	-3	-1	5	1
28	COc1cc(-c2nc(S(=O)(=O)c3ccccc3)c(N3CCOCC3)o2)cc(OC)c1OC
 : -6	-3	4	1.3	-49&5	-3	-1	7	5
29	Cc1cccc(NC(=O)c2nc[nH]c2C(=O)N(C)Cc2ccccc2)c1
 : 7	16	0	2.1	7	-9	nt	2	nt
30	Cc1ccc(S(=O)(=O)N2Cc3ccccc3CC2C(=O)NC(C)(C)C)cc1 (configuration not stated)
 : 3	2	1	3.3	2	-2	-8	-2	5
31	O=C(Cc1ccc(NC2=NC3CS(=O)(=O)CC3S2)cc1)NCc1ccccc1 (configuration not stated)
 : 11	34	0	-3.0	17	-1	-2	1	-3
32	CC(C)Cn1c(=S)[nH]c2cc(C(=O)NCc3ccccc3F)ccc2c1=O
 : 7	-1	0	0.7	1	1	nt	-1	nt
33	CCC(=O)Nc1ccc(NC(=O)c2cc3ccccc3o2)cc1
 : 5	21	0	-0.1	6	-1	-6	-1	-10
34	Cc1ccc(-c2csc(NC(=S)NC(=O)c3ccco3)n2)cc1
 : 6	21	0	-1.7	2	-1	4	-6	-1
35	O=C(NCCCN1CCN(c2ccccc2F)CC1)Nc1ccc(F)cc1
 : 2	-19	0	2.5	-17	2	2	11	-1
36	COc1n[nH]c(C(=O)Nc2nc3ccccc3s2)c1[N+](=O)[O-]
 : -2	-5	0	1.4	-6	-3	3	2	1
37	Cc1[nH]c2c(ccc3cccnc32)c1C
 : 4	18	0	-3.2	9	-3	-4	5	3
38	CC(C)(C)NC(=O)CN(C(=O)CNS(=O)(=O)c1ccc(Cl)cc1)c1ccc2c(c1)OCCO2
 : 5	-6	0	1.4	0	-1	-1	14	1
39	O=C(NCc1ccccc1)C1c2ccccc2Oc2ccccc21
 : 7	23	2	0.3	-6	-2	2	-3	3
40	CSCC(O)Cn1ncc2ccccc2c1=O (configuration not stated)
 : -5	7	0	-2.2	-10	-4	7	8	-2
41	O=C(CS(=O)(=O)c1cn(CC(=O)N2CCOCC2)c2ccccc12)NCc1ccc(F)cc1
 : 7	12	0	2.2	-1	-6	-5	6	10
42	COCCN(C(=O)COC(=O)CCCOc1ccccc1)c1c(N)n(Cc2ccccc2)c(=O)[nH]c1=O
 : 3	0	4	0.2	3	-9	-19	-1	-1
43	CC(C)c1[nH]nc2c1C(C(C)C)C(C#N)=C(N)O2 (configuration not stated)
 : -3	1	2	1.2	3	-5	-1	1	4
44	CCc1nn(CC(=O)NCCCN(Cc2ccccc2)C(C)C)c(=O)c2cc3sccc3n12
 : -2	30	0	4.6	-4	-7	-3	-9	-6
45	CCOc1ccc(-n2c(O)c(/C=N/NC(=O)C3COc4ccccc4O3)c3ccccc3c2=O)cc1 (configuration not stated)
 : -50	16	2	1.3	10	23*	-2	-46	13
46	O=C(CCc1ccc(S(=O)(=O)N2CCOCC2)cc1)Nc1ccccc1F
 : -3	56*	2	nt	-5	nt	nt	-4	nt
47	O=C1C2C3C=CC(C3)C2C(=O)N1c1nccs1 (configuration not stated)
 : 3	-1	1	1.7	0	2	0	11	-3
48	CCc1c(C)nc2cc(-c3ccc(OC)cc3)[nH]n2c1=O
 : 1	3	0	2.5	-3	-1	0	5	-1
49	Cc1ccc(C(=O)OCC(=O)NCc2cc(C)c(O)c(C)c2)cc1S(=O)(=O)N1CCCCC1
 : 10	-1	3	0.2	4	-1	nt	7	nt
50	CSc1ccc(/C=C/C(=O)N2CCCN(C)CC2)cc1
 : -2	12	0	1.5	2	-5	2	-4	2
51	CCC(CC)C(=O)N=C1SC2CS(=O)(=O)CC2N1CCc1ccc(OC)cc1 (configuration not stated)
 : 7	-19	4	3.2	-20	-2	2	2	0
52	N=c1c(S(=O)(=O)c2ccc(Br)cc2)cc2c(=O)n3ccccc3nc2n1Cc1ccccc1
 : 3	1	0	0.5	-4	1	-2	-6	9
53	COc1ccc(C2C(C#N)=C(N)Oc3cc(C)n(Cc4ccncc4)c(=O)c32)cc1 (configuration not stated)
 : 2	3	2	-0.3	5	-4	-2	13	-3
54	O=S(=O)(c1cccc(Cl)c1)N1CCN(S(=O)(=O)c2ccc3c(c2)OCCO3)CC1
 : 6	17	4	nt	10	nt	nt	0	nt
55	CC12CC(NC(=O)N1CCc1ccccc1)c1cc(Cl)ccc1O2 (configuration not stated)
 : 0	15	3	3.9	9	-2	0	-12	3
56	CCNc1nc(-c2cc(C)n(Cc3ccco3)c2C)cs1
 : -15	-26	0	0.8	20	8	2	-23	30
57	CC(=O)NC12CC3CC(C1)CC(C(=O)N1CCN(S(=O)(=O)c4ccccc4[N+](=O)[O-])CC1)(C3)C2
 : 2	-23	2	-0.6	-8	-1	nt	5	nt
58	O=C(c1ccccc1)N(Cc1ccccc1)c1ccccn1
 : 1	-6	3	1.2	6	-1	-3	3	-4
59	COc1ccc(NC(=O)[C@@H](NC(N)=O)C(C)C)cc1Cl
 : 5	0	2	0.9	5	0	-6	9	0
60	Cc1cccc(CS(=O)(=O)c2ncc(Cl)c(C(=O)NCc3ccccc3)n2)c1
 : -4	13	3	-3.4	6	-3	-1	-8	10

(more compounds)
Under each structure: proCasp3 act	VLA-4 inh	GRK2 aptamer HTS	PP5 primary	GASC-1 inh	PP1 counter	Fh CTSL1 inh	procasp7 counter	HCV core dimer
61	O=C(CSc1ccccn1)Nc1ccc2[nH]c(=O)[nH]c2c1
 : -5	-4	0	-1.3	13	0	nt	-8	nt
62	CC1=C(Sc2ccccn2)C(=O)NC(C)(C)C1
 : 2	4	3	-0.5	-3	6	0	9	2
63	O=C(Nc1ccccc1F)c1ccc(-n2cncn2)nc1
 : -2	11	0	3.3	-18	-6	-5	0	5
64	COCCCn1cnnc1SC(C)C(=O)Nc1ccc(S(=O)(=O)N2CCOCC2)cc1 (configuration not stated)
 : 3	-5	1	nt	0	nt	nt	4	nt
65	O=C(Nc1ccc(Oc2ccccc2)cc1)C1CCN(c2ncccn2)CC1
 : 5	7	0	-0.5	-1	0	-1	7	2
66	C/C(=N\NC(N)=S)c1cccnc1
 : 2	-2	3	-0.2	-14	-6	35*	5	-3
67	O=C(O)c1cc2c(cc1NC(=O)c1ccccc1OC(F)F)OCCCO2
 : 1	13	0	2.9	2	-1	-1	6	-3
68	O=S(=O)(c1cnccc1N1CCN(/N=C/c2ccccc2)CC1)N1CCCCC1
 : 5	-7	3	0.6	1	2	3	-9	1
69	O=C(O)c1cn(-c2ccccc2)nc1-c1ccc(F)cc1
 : 9	6	1	0.3	-4	-1	0	-5	-5
70	Cc1csc(CN(C)C(=O)C2CCC(=O)N(Cc3ccc(Cl)cc3)C2)n1 (configuration not stated)
 : 8	-9	0	-3.1	20	0	-3	9	-3

Complete entries, quoted from the list. Order of values: proCasp3 act | VLA-4 inh | GRK2 aptamer HTS | PP5 primary | GASC-1 inh | PP1 counter | Fh CTSL1 inh | procasp7 counter | HCV core dimer
O=C(Nc1ccccc1F)c1ccc(-n2cncn2)nc1 is listed as -2 | 11 | 0 | 3.3 | -18 | -6 | -5 | 0 | 5
O=C(O)c1cn(-c2ccccc2)nc1-c1ccc(F)cc1 is listed as 9 | 6 | 1 | 0.3 | -4 | -1 | 0 | -5 | -5
